High-throughput results from PubChem BioAssay.
TRPC4 PAM – positive allosteric modulators of TRPC4, primary screen, cell-based, mouse TRPC4beta, HEK293 mu-opioid, Fluo-4 calcium. Short transient receptor potential channel 4 (Mus musculus), Q9QUQ5. DAMGO EC20, Fluo-4 Ca2+ flux; active compounds read high. B-score at 10 µM. hit rate 0.42% among 310,000;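 active means B-score of calcium response area above 5 SD of library B-scores, with initial fluorescence ratio within 5 SD of library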;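 further: B-score of integrated fluorescence ratio over time as area under calcium response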
Target sequence (Q9QUQ5 whole entry, looked up): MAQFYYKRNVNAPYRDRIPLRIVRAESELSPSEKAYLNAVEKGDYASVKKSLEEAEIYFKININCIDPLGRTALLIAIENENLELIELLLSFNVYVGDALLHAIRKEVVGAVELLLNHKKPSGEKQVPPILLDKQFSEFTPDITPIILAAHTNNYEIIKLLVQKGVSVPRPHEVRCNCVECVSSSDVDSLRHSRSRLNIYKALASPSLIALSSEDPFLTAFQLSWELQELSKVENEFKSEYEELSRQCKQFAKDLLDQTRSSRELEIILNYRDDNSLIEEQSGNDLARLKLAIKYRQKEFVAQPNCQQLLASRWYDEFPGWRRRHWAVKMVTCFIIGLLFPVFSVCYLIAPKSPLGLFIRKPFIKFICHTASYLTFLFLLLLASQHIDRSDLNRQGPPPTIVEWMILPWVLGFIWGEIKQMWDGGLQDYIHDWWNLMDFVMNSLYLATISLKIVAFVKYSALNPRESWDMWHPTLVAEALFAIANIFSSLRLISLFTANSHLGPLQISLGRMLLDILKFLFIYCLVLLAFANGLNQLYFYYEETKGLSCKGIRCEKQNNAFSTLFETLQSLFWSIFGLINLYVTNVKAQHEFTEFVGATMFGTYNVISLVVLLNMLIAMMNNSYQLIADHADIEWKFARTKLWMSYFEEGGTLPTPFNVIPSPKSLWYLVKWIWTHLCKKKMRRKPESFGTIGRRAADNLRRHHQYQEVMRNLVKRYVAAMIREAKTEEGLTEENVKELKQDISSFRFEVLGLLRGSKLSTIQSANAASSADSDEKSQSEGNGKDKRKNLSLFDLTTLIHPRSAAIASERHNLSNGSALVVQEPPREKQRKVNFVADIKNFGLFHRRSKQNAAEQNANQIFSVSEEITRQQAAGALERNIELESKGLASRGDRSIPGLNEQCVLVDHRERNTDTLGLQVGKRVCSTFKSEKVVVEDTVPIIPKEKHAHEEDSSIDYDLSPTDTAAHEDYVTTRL
MrgX1 allo act – positive allosteric modulators of MrgX1, primary screen, HEK293 cells, Fluo-4 calcium flux; hit rate 0.63% among 310,000; B-score at 10 µM; Mas-related G-protein coupled receptor member X1 (Homo sapiens), Q96LB2; FDSS; active compounds read high; AID 588675, 2011;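 active means plate-corrected calcium response at least 3 library SD above typical, normal starting fluorescence, not activating the receptor alone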;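 further: compound read alongside a low EC10 to EC30 dose of BAM8-22 agonist; peak minus trough fluorescence over baseline measured at the second addition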
TRPC4 block – inhibitors of mouse TRPC4 channel, primary screen, Fluo4 calcium, HEK293 TRPC4beta/mu-opioid cells; AID 2247, 2010; B-score at 10 µM; Short transient receptor potential channel 4 (Mus musculus), Q9QUQ5; hit rate 0.39% among 300,000; DAMGO-evoked Fluo4 calcium flux; active compounds read low;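 active means B-score over 3 SD under the library average, no early fluorescence shift, positive overall ratio signal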
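Assay system: Stable TRPC4beta/mu-opioid receptor HEK293 cells | Reagent: DAMGO in two steps, submaximal then maximal | Compound dosing: Single concentration per test compound | Signal: Fluo4 Ca2+ flux fluorescence | Evaluation: Per-well B score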
TRPC6 inh – mouse TRPC6 channel inhibitors, primary screen, cell-based, HEK293, membrane potential dye; hit rate 1.1% among 310,000; B-score at 10 µM; ACh-evoked depolarization; active compounds read low;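 active means B-score under library mean minus 3 SD, initial fluorescence not abnormally high, positive integrated signal ratio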;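 further: B-score derived from integrated fluorescence ratio over the kinetic read; more negative B-score means stronger inhibition of depolarization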
TRPC4 act – activators of mouse TRPC4 channel, primary screen, Fluo4 calcium, HEK293 TRPC4beta/mu-opioid cells; Short transient receptor potential channel 4 (Mus musculus), Q9QUQ5; Fluo4 calcium fluorescence; active compounds read high; hit rate 0.49% among 310,000; B-score at 10 µM;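 active means B-score above 5 SD of library B-scores, and initial fluorescence ratio not above library mean plus 5 SD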;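 further: positive B-score marks a calcium rise read as TRPC4 activation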
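System: HEK293 cells stably co-expressing mouse TRPC4beta and mu-opioid receptor; Schedule: Fluo4 dye loading 45 min at room temperature, 110 s recording; Detection: Fluo4 fluorescence, kinetic; Evaluation: B-scored integrated calcium fluorescence ratio; Controls: buffer (low) and maximal DAMGO (high).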
MrgX1 agonist – agonists of human MrgX1 receptor, primary screen, HEK293 cells, Fluo-4 calcium flux; Mas-related G-protein coupled receptor member X1 (Homo sapiens), Q96LB2; Fluo-4 calcium fluorescence, agonist mode; active compounds read high; hit rate 0.44% among 310,000; B-score at 10 µM;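 active means calcium response B-score plate-corrected fluorescence ratio at least 3 library SD, with starting fluorescence B-score inside 5 SD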
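Test system: Stable human MrgX1 HEK293 cell line | Schedule: Overnight plating before 1 h dye loading | Read-out basis: Baseline-normalised fluorescence change ratio, B-scored | Detection: Kinetic calcium dye fluorescence, Fluo-4 NW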
TRPC6 act – mouse TRPC6 channel activators, primary screen, cell-based, HEK293, membrane potential dye. B-score at 10 µM. Short transient receptor potential channel 6 (Mus musculus), Q61143. hit rate 0.13% among 310,000. HEK293-TRPC6 membrane potential dye fluorescence; active compounds read high;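 active means B-score of the integrated fluorescence ratio above library mean plus 3 SD, and starting fluorescence ratio within library mean plus 5 SD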;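 further: higher score means more depolarization so channel activation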
AI-2 QS mod – Vibrio harveyi AI-2 quorum sensing modulators, primary screen, JMH597 strain, luminescence/OD600 ratio | Vibrio harveyi JMH597 AI-2 luminescence/OD600 ratio, 9 h; active compounds read low; strain lacks LuxN and CqsS sensors; 0 = neutral-control median | activity change, % at 7.5 µM | hit rate 0.4% among 300,000; in the data active means activity change below about -75%, passing the limit was not always enough;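 further: luminescence divided by OD600 gain over 9 h not by final OD600 alone; inactives centre near 13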
PolyA inhibitor – polyadenylation inhibitors in yeast reporter cells, primary screen, luminescence, S. cerevisiae. S. cerevisiae SKY197-pL101 polyadenylation reporter, beta-gal luminescence; efflux-impaired pdr1/pdr3 knockout yeast; score 100 = 6 SD above DMSO. calls only at 12 µM. hit rate 0.02% among 300,000;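 active means lowest replicate activity score at least 50, where 100 means six control SD above control mean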;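 further: yeast exposed to compound for 9 h at 30 °C; higher score means more reporter readthrough which indicates perturbed polyadenylation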
HIF act – HIF pathway transcriptional activators, primary screen, cell-based, U2OS HRE-luciferase, luminescence. activation, % at 7.5 µM (by protocol). U2OS HRE-luciferase reporter; normalized: DMSO 0%, desferrioxamine 100%. hit rate 0.32% among 300,000;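 active means mean activation of at least 10% of the iron chelator positive control signal, with at least half of replicates also reaching 10%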
MrgX1 antagonist – antagonists of human MrgX1 receptor, primary screen, HEK293 cells, Fluo-4 calcium flux. Mas-related G-protein coupled receptor member X1 (Homo sapiens), Q96LB2. BAM8-22 antagonism; active compounds read low. B-score at 10 µM. hit rate 1.3% among 310,000. AID 588676, 2011;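 active means calcium-response B-score plate-corrected more than 3 library SD below zero, starting fluorescence within 5 deviations, no agonist response on first addition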;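 further: peak minus trough fluorescence over baseline after final BAM8-22 challenge near maximal dose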
* marks the source's active call; other numbers are inactive results; i = inactive; / = not tested or not shown.

Each structure is followed by: TRPC4 PAM	MrgX1 allo act	TRPC4 block	TRPC6 inh	TRPC4 act	MrgX1 agonist	TRPC6 act	AI-2 QS mod	PolyA inhibitor	HIF act	MrgX1 antagonist
- O=c1c2ccccc2sn1-c1cc(S(=O)(=O)N2CCOCC2)ccc1N1CCOCC1
 : i	i	i	i	i	i	i	20.6	i	-0.3	i
- C[C@H](N=C1NS(=O)(=O)c2ccccc21)C(=O)OCc1cc([N+](=O)[O-])cc2c1OCOC2
 : i	i	i	i	i	i	i	5.3	i	-0.5	i
- Cc1ccc(-c2cc3nc4c(c(=O)n3[nH]2)CCCC4)cc1
 : i	i	i	i	i	i	i	27.7	i	0.3	i
- O=C(O)/C=C/C(=O)Nc1ccc2c(c1)NC(=O)CO2
 : i	i	i	i	i	i	i	14.9	i	-0.2	i
- CCN1C(=NCc2cccc(Cl)c2)N[C@@H](c2cccc(F)c2)C(C(=O)OC)=C1C
 : i	i	i	i	i	i	i	4.2	i	0.3	i
- O=C(NCC1COc2ccccc2O1)C1CCCN(S(=O)(=O)c2cnc[nH]2)C1 (stereo not drawn)
 : i	i	i	i	i	i	i	31.9	i	/	i
- Cc1ccc(OCc2n[nH]c(=S)n2-c2ccc(C)cc2)cc1
 : i	i	i	i	i	i	i	19.3	i	0.5	i
- Cc1ccc(S(=O)(=O)NCCOC(=O)Nc2sc(=S)n(C)c2C)cc1
 : i	i	i	i	i	i	i	45.6	i	-0.5	i
- O=C(N/N=C/c1ccccc1)c1cccc2ccccc12
 : i	i	i	i	i	i	i	2.9	i	0.1	i
- CC(/C=N/n1c(-c2cc(C)[nH]n2)n[nH]c1=S)=C\c1ccco1
 : i	i	i	i	i	i	i	-5.5	i	-0.3	i
- O=C(Nc1ccccc1C(=O)N1CCCCC1)c1cccs1
 : i	i	i	i	i	i	i	32.7	i	0.4	i
- COc1ccccc1OCc1nnc(SCC(=O)N2CCCCC2)o1
 : i	/	i	i	i	/	i	11.6	i	1.1	/
- CC1/C(=N/O)CC(c2ccco2)NC1c1ccco1 (stereo not drawn)
 : i	i	i	i	i	i	i	12.8	i	-0.1	i
- Cc1ccc(Sc2nc(C)cc(C)c2S(C)(=O)=O)cc1
 : i	i	i	i	i	i	i	27.6	i	-0.6	i
- COCCCNC(=O)c1cn(C)c(=O)c2cc(OC)c(OC)cc12
 : i	i	i	i	i	i	i	26.2	i	-0.1	i
- COc1ccc(CNC(=O)C(C)OC(=O)c2cccs2)cc1 (stereo not drawn)
 : i	i	i	i	i	i	i	9.0	i	-0.4	i
- COc1ccc(N2CCN(C(CNC(=O)C(=O)NCC3CCCO3)c3ccco3)CC2)cc1 (stereo not drawn)
 : i	i	i	i	i	i	i	35.3	i	-0.1	i
- CC1CN(C)C(C)C/C1=N/Oc1ccccc1[N+](=O)[O-] (stereo not drawn)
 : i	i	i	i	i	i	i	45.3	i	-0.5	i
- CNC(=O)C(=O)Nc1cc2c3c(c1)C(C)C(=O)N3CCC2 (stereo not drawn)
 : i	i	i	i	i	i	i	11.6	i	-0.2	i
- Cc1ccccc1SCC(=O)OCC(=O)Nc1sccc1C(N)=O
 : i	i	i	i	i	i	i	18.2	i	-0.2	i
- COC(=O)c1ccc(NC(=S)N2CCC(C(N)=O)CC2)cc1
 : i	i	i	i	i	i	i	17.5	i	-0.2	i
- O=C(CN1c2ccccc2Sc2ccccc21)NNC(=O)Nc1ccc(Cl)cc1
 : i	i	i	i	i	i	i	13.1	i	-0.2	i
- COc1ccc(-n2c(N)c(-c3nc4ccccc4n3C)sc2=S)cc1
 : i	i	i	i	i	i	i	92.0	i	-0.1	i
- COc1ccc(OC)c(NC(=O)c2cc(-c3cc(C)ccc3O)n[nH]2)c1
 : i	i	i	i	i	i	i	-0.4	i	2.2	i
- CCc1nnc(NC(=O)CCC(=O)N2CCN(CCOc3ccc(C)cc3)CC2)s1
 : i	i	i	i	i	i	i	13.4	i	0.0	i
- COc1ccccc1N1CCN(S(=O)(=O)c2ccc3c(c2)oc(=O)n3C)CC1
 : i	i	i	i	i	i	i	-1.3	i	-4.6	i
- Cc1ccc(-c2cc3ccccc3nc2N2CCOCC2)cc1
 : i	i	i	i	i	i	i	14.6	i	0.0	i
- CCCCN1C(=O)C2C(c3ccc(OC)cc3O)NC(CC(C)C)(C(=O)O)C2C1=O (stereo not drawn)
 : i	i	i	i	i	i	i	18.9	i	/	i
- Cn1c(-c2ccc(CN3CCCCC3)o2)nc2ccccc21
 : i	i	i	i	i	i	i	7.2	i	4.0	-5.31*
- COc1cc2c(cc1OC)C(c1ccc([N+](=O)[O-])cc1)N(C(C)=O)CC2 (stereo not drawn)
 : i	i	i	i	i	i	i	-0.6	i	-1.0	i
- O/N=C\c1ccccc1Oc1ccc(F)cc1
 : i	i	i	i	i	i	i	10.7	i	0.2	i
- C#CCSc1nnc(-c2ccc([N+](=O)[O-])cc2)o1
 : i	i	i	i	i	i	i	26.1	i	0.6	i
- COCC1CCCCN1C(=O)c1ccc2nc(Cc3ccc(OC)c(OC)c3)oc2c1 (stereo not drawn)
 : i	i	i	i	i	i	i	21.3	i	0.6	i
- COc1ccc(S(=O)(=O)NC(C)C(=O)NCc2ccncc2)cc1OC (stereo not drawn)
 : i	i	i	i	i	i	i	19.6	i	-0.1	i
- CCCNS(=O)(=O)c1ccc(OCC(=O)N2CCOCC2)cc1
 : i	i	i	i	i	i	i	1.1	i	-0.2	i
- CC1CCCN(c2nc3c(c(=O)[nH]c(=O)n3C)n2CCSc2nc3ccccc3o2)C1 (stereo not drawn)
 : i	i	i	i	i	i	i	17.0	i	-0.1	i
- Cc1occc1C(=O)N1CCCC(CO)(Cc2ccc(F)cc2F)C1 (stereo not drawn)
 : i	i	i	i	i	i	i	29.7	i	0.1	i
- COc1ccc(C(=O)CC(=O)C(=O)Nc2ccc(C)c(Cl)c2)cc1
 : i	i	i	i	i	i	i	58.0	i	-12.2	i
- COc1ccc(C(=O)CN2CCN(c3ccc(F)cc3)CC2)cc1
 : i	i	i	i	i	i	i	29.0	i	-9.5	i
- COc1ccc(C2(c3ccc(OC)cc3)NC(=O)N(CC(=O)Nc3ccccc3)C2=O)cc1
 : i	i	i	i	i	i	i	9.3	i	-0.6	i
- O=C(CC1C(=O)NCCN1CC1CCCCC1)NCc1ccccc1Cl (stereo not drawn)
 : i	i	i	i	i	i	i	18.3	i	-0.1	i
- COc1ccc(CCNC(=O)CCCCCn2c(SCC(N)=O)nc3cc4c(cc3c2=O)OCO4)cc1OC
 : i	i	i	i	i	i	i	27.1	/	-0.4	i
- Cc1[nH]nc2c1C(c1ccc(O)cc1)C1=C(CC(C)(C)CC1=O)N2 (stereo not drawn)
 : i	i	i	i	i	i	i	0.3	i	-0.2	i
- COc1ccc(S(=O)(=O)N2CCC(C(=O)N3CCCC3)CC2)cc1Cl
 : i	i	i	i	i	i	i	14.1	i	-1.1	i
- COC(=O)c1cc(C(=O)OC)cc(S(=O)(=O)Nc2ccc(Cl)c(N)c2)c1
 : i	i	i	i	i	i	i	9.6	i	-0.2	i
- Cc1ccc(C2CC2c2n[nH]c(=S)n2-c2cccc(Cl)c2)cc1 (stereo not drawn)
 : i	i	i	i	i	i	i	17.1	i	-0.4	i
- Cc1cc(C(=O)Nc2nncs2)oc1C
 : i	i	i	i	i	i	i	-0.2	i	0.9	i
- O=C(Cn1c(=S)[nH]c2ccccc2c1=O)N1CCN(c2ccccc2)CC1
 : i	i	i	i	i	i	i	13.4	i	-0.1	i
- O=C(Nc1cc(Cl)cc(Cl)c1)C1CC(=O)N(C2CCCC2)C1 (stereo not drawn)
 : i	i	i	i	i	i	i	6.5	i	-2.3	i
- CCN(CC)S(=O)(=O)c1ccc(C(=O)N2CCN(CCN3C(=O)c4cccc5cccc(c45)C3=O)CC2)cc1
 : i	i	i	i	i	i	i	1.4	i	-0.8	i
- CC(C)CC(NS(=O)(=O)c1ccc2[nH]c(=O)c(=O)[nH]c2c1)C(=O)O (stereo not drawn)
 : i	i	i	i	i	i	i	35.9	i	-0.1	i
- Cc1ccc(S(=O)(=O)NC2CCCCC2)c2nsnc12
 : i	i	i	i	i	i	i	1.1	i	1.3	i
- CSCCC(NC=C1C(=O)OC(C)(C)OC1=O)C(=O)O (stereo not drawn)
 : i	i	i	i	i	i	i	16.9	i	0.6	i
- CN(/N=C/c1cccnc1)c1cnn(-c2ccc(F)c(Cl)c2)c(=O)c1Cl
 : i	i	i	i	i	i	i	5.8	i	0.3	i
- CCN(CC)C(=O)CCCOc1ccc(Cl)cc1Cl
 : i	i	i	i	i	i	i	28.5	i	2.8	i
- N#CCN(N=Nc1ccccc1)c1ccccc1
 : i	i	i	i	i	i	i	12.6	i	0.7	i
- Cc1ccc(N2C(=O)C3NN=C(C(=O)OCc4ccccc4)C3C2=O)c(C)c1 (stereo not drawn)
 : i	i	i	i	i	i	i	12.4	i	-0.2	i

An excerpt, so the mix of outcomes need not match the whole.
